# ERp5 inh = ERp5 (human) disulfide isomerase inhibition; Q15084; ERp5 insulin aggregation, absorbance 650 nm, 90 min; inhibition, % at 9.99 µM; actives 0.05% (n = 350,000); AID 651711;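 active means mean replicate inhibition above about 25%, with every replicate also reaching it, limit read from the data, passing the limit was not always enough; inconclusive means only one of those two criteria met; inactive means neither criterion met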
# Target sequence (Q15084 whole entry, looked up): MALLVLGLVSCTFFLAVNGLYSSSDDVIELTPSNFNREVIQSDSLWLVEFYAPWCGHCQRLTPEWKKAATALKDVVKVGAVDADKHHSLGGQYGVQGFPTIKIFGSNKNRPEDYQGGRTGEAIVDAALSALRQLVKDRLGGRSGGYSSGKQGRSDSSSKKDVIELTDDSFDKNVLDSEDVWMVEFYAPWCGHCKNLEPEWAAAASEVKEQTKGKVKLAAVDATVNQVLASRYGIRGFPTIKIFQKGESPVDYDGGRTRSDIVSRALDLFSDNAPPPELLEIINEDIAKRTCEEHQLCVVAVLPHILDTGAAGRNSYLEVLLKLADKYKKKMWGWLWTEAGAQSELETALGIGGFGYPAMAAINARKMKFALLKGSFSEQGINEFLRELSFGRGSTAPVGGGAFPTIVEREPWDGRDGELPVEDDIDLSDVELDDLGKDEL
# ARNT-TACC3 inh = disrupts binding between human ARNT and TACC3. Q9Y6A5. AlphaScreen His-ARNT PAS-B/GST-TACC3 binding, luminescence; TACC3 fragment carries E629A point mutation. inhibition, % at 9.99 µM. actives 0.66% (n = 390,000);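 active means mean inhibition of replicates at least 50% and at least half of replicates each reaching 50%; inconclusive means half or more replicates reach 50% but mean below 50%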;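 further: 0% = complete ARNT plus TACC3 wells and 100% = ARNT alone without TACC3; many hits fall short of the cut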
# PAX8 inh HTS = inhibitors of PAX8 transcriptional activity in RMG-I cells | actives 1.2% (n = 360,000) | AID 652154 | RMG-I TPO-luciferase reporter, SteadyGlo, 24 h | inhibition, % at 12.6 µM;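 active means mean replicate inhibition at least 60% with every replicate also reaching 60%; inconclusive means only one of the two criteria is met; inactive means mean below 60% and not all replicates reaching 60%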;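 further: luciferase light reporting Pax8 driven TPO promoter activity; plate controls were median of neutral control wells for no effect and mitoxantrone controls for full effect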
# Xi reactivation = X-chromosome reactivation activator; XiGFP mouse fibroblasts, % GFP-positive cells imaging, 3 d; cells co-treated with 5-aza-dC sensitizer; scaled so ellipticine positive control = 100%; activation, % at 7.58 µM; actives 0.055% (n = 360,000);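 active means mean normalized replicate activation at least 10% and every replicate at or above 10%; inconclusive means only one of the two criteria met; inactive means mean below 10% and not all replicates reach 10%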;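 further: 0% = median of on-plate neutral control wells and 100% = ellipticine 6 µM median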
#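 Schedule: 3 d treatment, 15 min room-temperature fixation; system: 68-5-11 XiGFP fibroblast line; buffer or medium: DMEM plus 5-aza-dC sensitizer; control set: ellipticine 6 µM positive control; compound: one concentration, pinned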
# INS-1E GSIS act = primary screen for activators of insulin secretion dependent on glucose, INS-1E cells, GLuc reporter luminescence; INS-1E GLuc reporter insulin secretion, 2-3 h; activation, % at 16.6 µM; actives 0.61% (n = 370,000); AID 743287;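 active means lowest replicate activation of at least 40%, so every replicate reaches that level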;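 further: 0% = median of neutral control wells and 100% = median of IBMX positive control wells; some compounds called inactive have numbers as strong as hits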
# EWS-Fli inh = blocks EWS/Fli oncoprotein-driven transcription. inhibition, % at 12.6 µM. actives 0.67% (n = 350,000). A673 NR0B1-luciferase reporter, viability-normalised;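 active means mean inhibition of at least 50% after viability correction, with every replicate also passing that limit; inconclusive means mean reaches 50% but only one of two replicates passes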;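 further: firefly luciferase signal divided by Alamar Blue viability fluorescence both relative to DMSO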
# DENV2 CPE = inhibitors of DENV2 cytopathic effect. CPE inhibition, % at 9.99 µM. DENV2-infected cells, cytopathic effect rescue, plate reader. AID 651640. actives 1.7% (n = 350,000); in the data active means CPE inhibition above about 20%, passing the limit was not always enough; inconclusive means no clear call, values can overlap the other calls; tested in BHK-21 cells;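 further: 0% = median of neutral control wells and 100% = median of positive control wells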
# F508del corr = CFTR F508del correction in bronchial cells. actives 0.36% (n = 350,000). activity (quench increase), % at 7.58 µM. CFBE cells, YFP halide quenching; stimulated with forskolin plus potentiator P3; % fluorescence drop versus neutral controls. AID 720511;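 active means mean added fluorescence quench of at least 8% versus neutral control, with both replicates also reaching 8%; inconclusive means only one of the mean or replicate conditions met; inactive means mean below 8% and not both replicates reaching 8%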;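 further: cells transiently co-express mutant CFTR-F508del with the halide-sensitive YFP; corrector assay measuring rescue of mutant channel to the surface after 24 h compound exposure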
# An asterisk follows results filed as active; ? = inconclusive; nt = no result given. Hits appear at their usual frequency; overall some 4.2% were active at least once.
SMILES,ERp5 inh,ARNT-TACC3 inh,PAX8 inh HTS,Xi reactivation,INS-1E GSIS act,EWS-Fli inh,DENV2 CPE,F508del corr
COc1ccc(S(=O)(=O)N(C)C[C@@H]2OCCCC[C@@H](C)Oc3ccc(NC(=O)C4CCCCC4)cc3C(=O)N([C@H](C)CO)C[C@@H]2C)cc1,-4,3,14,-0.2,16,-4,-1,1.8
COc1cccc(NC(=O)N2CC(=O)N3[C@H](CO)[C@@H](c4ccc(C5=CCCCC5)cc4)[C@H]3C2)c1,-1,nt,nt,0.0,-10,-3,-6,0.9
C[C@@H]1CN([C@@H](C)CO)C(=O)c2cccc(NC(=O)C3CC3)c2O[C@H]1CN(C)C(=O)Nc1ccc(C(F)(F)F)cc1,1,-8,nt,-0.1,5,1,7,-2.1
Cc1ccccc1N=Cc1cc2c(cc1[N+](=O)[O-])OCO2,6,7,10,0.1,nt,6,5,nt
O=C1/C(=C\c2ccccn2)SC(=S)N1c1ccc(S(=O)(=O)Nc2nccs2)cc1,5,0,-10,0.0,-3,3,5,0.7
Cc1cccc(N2C(=O)c3cccc(Oc4ccc(Cl)cc4)c3C2=O)c1,-5,-4,11,0.2,8,-10,0,-3.1
CCC(=O)N1CCC1(C)C(=O)Nc1cc(-c2ccccc2)nn1C (stereo not drawn),4,nt,-97,0.1,11,-72,-8,4.6
CCCCC1=CC2=C(c3ccco3)C(=O)C(C)(OC(=O)c3ccc(OC)cc3)C(=O)C2=CN1CCc1ccccn1 (stereo not drawn),8,11,3,0.6,-9,-5,2,-3.2
CC(C)(C)NC(=O)C(c1ccncc1)N(C(=O)c1csnn1)c1cccc2ccccc12 (stereo not drawn),4,-4,19,0.0,-16,5,-5,4.9
COc1cccc(-c2ccc([C@@H]3[C@H](CO)N4CCCCN(C(=O)NC(C)C)C[C@@H]34)cc2)c1,2,5,-3,0.2,3,nt,8,-2.2
COc1ccc(-c2nc(C)sc2CC(=O)O)cc1OC,-2,16,-3,0.3,-14,-12,nt,0.0
COc1ccc(CNS(=O)(=O)NCc2ccccc2)cc1,-11,nt,1,-0.1,18,-4,1,-1.1
Cc1ccc2c(c1)NC(=O)C(CC(=O)O)O2 (stereo not drawn),2,-6,1,0.0,6,-10,-9,1.9
CCCCCC(=O)Nc1cc(S(=O)(=O)N2CCCCC2)ccc1N1CCCCC1,3,-3,-11,0.0,-25,8,-10,3.8
C[C@H]1CN([C@@H](C)CO)C(=O)Cc2cc(NC(=O)Nc3ccccc3)ccc2O[C@@H]1CN(C)Cc1ccc(Cl)c(Cl)c1,5,-1,-4,-0.7,-11,-3,5,-2.6
O=C(NC1CCCC1)N1CCCCN2[C@H](CO)[C@@H](c3ccc(/C=C/c4ccccc4)cc3)[C@H]2C1,nt,14,4,0.1,-18,19,nt,-1.2
Cc1ccc(S(=O)(=O)CCC(=O)OCC(=O)c2c(C)[nH]c3ccccc23)cc1,nt,4,25,0.0,0,nt,nt,nt
CCOC(=O)C1CCN(C(=O)CCNS(=O)(=O)c2ccc3c(c2)CCN3C(=O)CC)CC1,-3,7,1,0.2,-2,2,-2,2.2
CSCCC(NC(=O)C1CCC(C)CC1)C(=O)Nc1ccc(NC(C)=O)cc1 (stereo not drawn),-1,-1,-4,0.4,4,-5,10,-0.4
O=C(C1CCC1)N1CCCCN2[C@H](C1)[C@@H](c1ccc(C#CC3(O)CCCC3)cc1)[C@@H]2CO,-5,-10,2,0.0,6,0,?,1.0
CC(C)NC(=O)Nc1ccc2c(c1)CC(=O)N([C@H](C)CO)C[C@@H](C)[C@H](CN(C)C(=O)NC(C)C)O2,2,-5,-6,0.1,2,-1,16,0.8
C[C@H](CO)N1C[C@H](C)[C@H](CN(C)S(C)(=O)=O)OCCCC[C@H](C)Oc2ccc(NS(=O)(=O)c3cn(C)cn3)cc2C1=O,2,-4,nt,0.0,3,-7,0,-3.0
CCCCCCCCn1c2c(c(=N)c3ccccc31)CCC2,-4,5,80*,1.4,59,42,-6,4.3
CCC(=O)N1CC[C@@H]2[C@H]1c1cc(-c3cccc(F)c3)ccc1N(C)[C@@H]2CO,nt,31,14,0.1,32,3,nt,-0.3
COc1ccc(S(=O)(=O)Nc2ccc3c(c2)C(=O)N([C@@H](C)CO)C[C@H](C)[C@@H](CN(C)Cc2ccccc2)O3)cc1,2,-7,nt,0.0,-6,-5,-5,1.7
Cc1nc2ccc(NC(=O)c3nn(CC(C)C)c(=O)c4ccccc34)cc2s1,3,3,24,0.0,19,-8,0,-1.7
C[C@H](CO)N1C[C@H](C)[C@H](CN(C)S(=O)(=O)c2ccccc2)Oc2ccc(NC(=O)Nc3ccc(C(F)(F)F)cc3)cc2C1=O,6,nt,nt,-0.1,-8,1,-2,2.1
COc1ccc(S(=O)(=O)Nc2ccc3c(c2)CC(=O)N([C@H](C)CO)C[C@@H](C)[C@@H](CN(C)C(=O)Nc2c(C)noc2C)O3)cc1,0,-3,-20,0.1,22,-4,?,0.4
O=S(=O)(c1cccc(COc2c(Cl)cccc2Cl)c1)N1CCOCC1,-8,-1,0,0.1,-12,-1,-1,-5.0
COc1ccc(-c2nc(NC(=O)c3ccc(OCC(=O)N4CCOCC4)c(OC)c3)sc2C)cc1,nt,-12,0,0.0,-8,6,nt,1.0

# The closing three compounds of the part above lead into the next.
SMILES,ERp5 inh,ARNT-TACC3 inh,PAX8 inh HTS,Xi reactivation,INS-1E GSIS act,EWS-Fli inh,DENV2 CPE,F508del corr
COc1ccc(S(=O)(=O)Nc2ccc3c(c2)CC(=O)N([C@H](C)CO)C[C@@H](C)[C@@H](CN(C)C(=O)Nc2c(C)noc2C)O3)cc1,0,-3,-20,0.1,22,-4,?,0.4
O=S(=O)(c1cccc(COc2c(Cl)cccc2Cl)c1)N1CCOCC1,-8,-1,0,0.1,-12,-1,-1,-5.0
COc1ccc(-c2nc(NC(=O)c3ccc(OCC(=O)N4CCOCC4)c(OC)c3)sc2C)cc1,nt,-12,0,0.0,-8,6,nt,1.0
O=C(CSc1nc2ccccc2[nH]1)Nc1nc(-c2cccc(Br)c2)cs1,1,-4,-76,0.0,nt,2,6,5.4
C/C=C/c1ccc2c(c1)O[C@H](CN(C)C(=O)c1cccnc1)[C@H](C)CN([C@H](C)CO)S2(=O)=O,-1,-8,11,-0.7,11,-5,4,-0.4
O=C(COc1ccccc1Cl)Nc1cc(NC(=O)COc2ccccc2Cl)cc(C(=O)O)c1,2,13,-13,0.0,5,18,13,-0.2
CN(C(=O)COC(=O)/C=C/c1cccs1)C1CCCCC1,4,1,8,0.0,nt,1,-14,3.7
Cc1nc2ccc(Br)cc2c2c1CC(CBr)O2 (stereo not drawn),0,-3,7,0.0,-6,18,3,-0.3
CCn1cc(C(=O)O)c(=O)c2cnc(N3CCN(C(=S)NC(=O)c4ccccc4)CC3)nc21,4,6,19,0.0,6,15,-7,1.9
C[C@H](CO)N1C[C@H](C)[C@H](CN(C)S(=O)(=O)c2ccc(F)cc2)Oc2cc(C3=CCCC3)ccc2S1(=O)=O,4,-5,nt,0.3,6,17,-9,-4.1
CCC(=O)N(C)C[C@@H]1Oc2cc(C#CC(C)C)ccc2S(=O)(=O)N([C@@H](C)CO)C[C@@H]1C,-5,-2,nt,-0.9,-1,-6,3,-6.4
COc1ccc(C(=O)CCC(=O)NCCc2c[nH]c3ccccc23)cc1,-1,-5,14,0.0,-10,24,?,0.5
Cc1ccc2nc(-c3cccc(Br)c3)c(CC3CCCCC3)n2c1,-3,nt,-156,-0.2,5,-70,-12,-2.4
COCCNC(=O)CCCn1c(=O)c2cc(OC)c(OC)cc2n(CC(=O)c2ccc(Cl)cc2)c1=O,3,nt,4,1.3,2,-1,0,2.4
O=C(O)c1ccc(NC(=O)c2ccccc2NC(=O)c2cccc(Br)c2)cc1,4,25,-6,0.0,15,6,-3,0.5
O=C(NC(=S)Nc1ccccc1C(=O)O)c1ccc2ccccc2c1,2,-1,-20,-0.1,-7,-16,3,-2.0
Cc1cccc2c1N(CC(=O)OC(C)C)C(=O)C2=O,-3,0,16,0.0,nt,37,5,0.4
Cn1c(SCC(=O)O)nc2sc3c(c2c1=O)CCC3,1,2,-26,0.0,-5,5,-1,1.4
CCOC(=O)c1c(NC(=S)NC)sc2c1CC(C)(C)SC2,-53,3,-21,0.1,-2,-1,-2,0.4
COc1ccccc1NC(=O)Cc1nnc(SCC(=O)NC2CCCCC2)n1C,2,9,12,0.0,-3,nt,?,-0.5
Cc1nc(C)c(C(=O)O)s1,-1,1,10,0.4,3,-11,-3,0.4
COCC(=O)Nc1ccc2c(c1)OC[C@@H](C)N(C(=O)Cc1cccnc1)C[C@H](C)[C@@H](OC)CN(C)C2=O,0,6,-7,0.0,7,-2,49*,0.6
Cc1ccc(NC(=O)CSc2ccc3nnc(-c4cccnc4)n3n2)cc1,-8,1,7,0.3,12,nt,0,-0.1
C[C@@H](NC(=O)C[C@H]1CC[C@H]2[C@@H](COC[C@H](O)CN2C(=O)Nc2cccc(F)c2)O1)c1ccccc1,-2,-1,-1,-0.1,-30,-65,4,0.8
CCN(CC)CCOC(=O)c1cccc2c1-c1ccccc1C2O (stereo not drawn),7,5,-17,0.2,4,12,-2,-1.3
CCOC(=O)C1=C[C@@H](c2ccccc2)N(S(=O)(=O)c2ccc(C)cc2)[C@H]1c1cccc(Cl)c1,5,nt,33,0.0,14,1,30*,-0.2
CO[C@@H]1CN(C)C(=O)c2ccc(NC(=O)c3ccccc3F)cc2OC[C@@H](C)NC[C@@H]1C,1,-3,-4,0.0,-2,-2,4,1.5
CCC/C=N/NC(=O)c1ccccc1O,2,10,49,0.0,5,2,-3,3.5
CCCN1C[C@@H](C)[C@@H](OC)CN(C)C(=O)c2cc(NC(=O)C3CCC3)ccc2OC[C@@H]1C,nt,-6,-11,0.2,-3,3,nt,3.4
O=S(=O)(NCCc1csc(-c2cccnc2)n1)c1cccs1,-2,-2,-26,0.1,2,-2,7,-0.2
Cc1ccc(S(=O)(=O)N2CCOCC2)cc1C(=O)N1CCCCCC1,4,-3,-60,0.0,1,-2,2,0.9
CC1CCCN(CCS(=O)(=O)c2ccccc2)C1 (stereo not drawn),-1,-5,12,0.0,-4,3,2,-5.3
OC[C@H]1[C@@H](c2ccc(/C=C/c3ccccc3)cc2)[C@H]2CN(Cc3cccnc3)CCCCN21,-1,6,22,0.1,-26,7,24*,-1.3
Cc1ccccc1NC(=O)c1snc2c(=O)[nH]cnc12,-3,nt,-10,0.0,5,-19,-2,0.5
O=S(=O)(N[C@H]1CC[C@@H](CCn2cc(-c3cccnc3)nn2)O[C@@H]1CO)c1ccccc1,6,1,-8,0.3,-2,-12,-13,0.3
Cc1cc(C)c(Nc2cc(S(=O)(=O)O)c(N)c3c2C(=O)c2ccccc2C3=O)c(C)c1,nt,55*,-5,0.0,-20,nt,nt,nt
CC=Cc1ccc2n(c1=O)C[C@H]1[C@H](CO)[C@@H](C(=O)NCC)N(Cc3cccc(F)c3)[C@@H]21 (mixture of isomers),-2,-2,nt,0.3,4,-2,-4,0.5
O=C(CSc1n[nH]c(=O)[nH]c1=O)c1ccccc1[N+](=O)[O-],-1,-5,2,-0.1,-17,-25,0,-0.8

# Assay outcomes deposited in PubChem by Broad Institute.
